# Pol eta inh: inhibitors of human DNA polymerase eta; recombinant Pol eta, fluorescent DNA replication assay; Potency, µM (highest dose often 114 µM), without a hit: at the top dose activity change, negative = inhibition, hits mostly inhibitors; hit rate 1.2% among 390,000; AID 588591; further: on the % scale 0 is the no-effect control and ±100 the full control effect
# Target sequence (Q9Y253 whole entry, looked up): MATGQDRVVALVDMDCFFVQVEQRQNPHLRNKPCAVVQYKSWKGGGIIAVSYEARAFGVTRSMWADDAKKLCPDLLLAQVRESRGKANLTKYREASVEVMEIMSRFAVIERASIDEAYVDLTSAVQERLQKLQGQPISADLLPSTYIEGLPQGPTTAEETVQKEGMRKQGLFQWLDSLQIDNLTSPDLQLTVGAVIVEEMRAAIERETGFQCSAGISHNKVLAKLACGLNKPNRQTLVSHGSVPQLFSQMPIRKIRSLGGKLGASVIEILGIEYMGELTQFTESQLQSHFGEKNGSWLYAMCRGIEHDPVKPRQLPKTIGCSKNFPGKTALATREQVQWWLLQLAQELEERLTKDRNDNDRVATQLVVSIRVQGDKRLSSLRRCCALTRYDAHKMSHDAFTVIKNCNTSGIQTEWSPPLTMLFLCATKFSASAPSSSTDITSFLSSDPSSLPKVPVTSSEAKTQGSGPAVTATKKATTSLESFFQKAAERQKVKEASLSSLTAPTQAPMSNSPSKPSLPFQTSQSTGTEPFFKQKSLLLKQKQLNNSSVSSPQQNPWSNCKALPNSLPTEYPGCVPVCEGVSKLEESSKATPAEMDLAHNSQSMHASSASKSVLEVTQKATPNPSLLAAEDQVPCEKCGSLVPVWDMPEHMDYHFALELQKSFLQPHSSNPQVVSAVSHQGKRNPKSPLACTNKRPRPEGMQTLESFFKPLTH
#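 Fluorescent replication assay: 50 nM final substrate added after a 15 min room-temperature compound preincubation with 10 nM enzyme. Signal taken at 0 min and again at 10 min.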
# BAZ2B block: inhibitors of human BAZ2B bromodomain. Potency, µM (highest dose often 114 µM), inactives show at the top dose activity change, negative = inhibition, actives largely listed as inhibitors. AlphaScreen BAZ2B-H3K14Ac peptide displacement. AID 504333. hit rate 4.4% among 360,000; further: on the % scale 0 is the no-effect control and ±100 the full control effect; nearly all actives have a fitted effect of over 60% in size
#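 AlphaScreen displacement of biotin-H3(5-23)K14Ac peptide (50 nM final) from BAZ2B (50 nM final) in PBS pH 7.4, 0.01% Tween-20; complex preformed 30 min RT, then compounds (top 110 uM) 30 min RT, beads 20 min dark.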
# APE1 inh: APE1 (human) endonuclease inhibition; P27695; recombinant APE1, TAMRA/BHQ-2 abasic DNA cleavage fluorescence; Potency, µM (highest dose often 65.8 µM), for inactives: at the top dose activity change, negative = inhibition, actives largely listed as inhibitors; hit rate 0.35% among 350,000;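 further: plate controls were vehicle for no effect and reference inhibitor for full effect; nearly all actives have a fitted effect of over 55% in size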
# Target sequence (P27695 whole entry, looked up): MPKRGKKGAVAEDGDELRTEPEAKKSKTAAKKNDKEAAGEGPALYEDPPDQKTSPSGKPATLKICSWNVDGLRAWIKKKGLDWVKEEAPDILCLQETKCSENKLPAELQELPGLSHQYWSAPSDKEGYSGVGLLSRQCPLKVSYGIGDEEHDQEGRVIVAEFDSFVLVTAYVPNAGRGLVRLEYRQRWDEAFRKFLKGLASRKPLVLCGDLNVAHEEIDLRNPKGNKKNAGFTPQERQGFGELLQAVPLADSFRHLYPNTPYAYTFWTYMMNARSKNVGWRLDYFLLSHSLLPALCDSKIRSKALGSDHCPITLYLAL
#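 Readout is kinetic fluorescence (ex 525, em 598 nm) from cleavage of 50 nM TAMRA/BHQ-2 THF abasic duplex by 0.75 nM APE1, compound added 15 min beforehand at RT.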
# POLK inh: DNA polymerase kappa (human) inhibition; purified Pol kappa, fluorescent DNA synthesis assay, 10 min; Potency, µM (series often up to 107 µM), for inactives: at the top dose activity, negative = inhibition, usual class: inhibitors; hit rate 0.53% among 400,000; further: on the % scale 0 is the no-effect control and ±100 the full control effect
#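 Inhibition of 10 nM Pol kappa is measured by a fluorescent read-out at 0 and 10 min following addition of 50 nM substrate (final), with a 15-min room-temperature compound preincubation.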
# Pol iota inh: DNA polymerase iota (human) inhibition | hit rate 1% among 390,000 | Potency, µM (highest dose often 115 µM), for inactives: at the highest dose activity, negative = inhibition, most hits filed as inhibitors | Pol iota fluorescent replication assay, 10 min
#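 Pol iota at 10 nM preincubated 15 min with compounds at room temperature; reaction started with fluorescent substrate, 50 nM final. Fluorescence read kinetically at 0 and 10 min; buffer-only wells as negative control.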
# POLB inh: DNA polymerase beta (human) inhibition | P06746 | Pol beta primer extension/strand displacement, fluorescence kinetic | hit rate 1.3% among 340,000 | Potency, µM (series often up to 114 µM), inactives show at the top dose activity change, negative = inhibition, hits mostly inhibitors | AID 485314; further: on the % scale 0 is the no-effect control and ±100 the full control effect
#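 Preincubation: enzyme (10 nM) with compound, 15 min, RT. Reaction: substrate added to 50 nM final. Reads: 0 and 10 min. Analysis: normalized, Hill fit.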
# BLM inh: blocks DNA unwinding by human BLM helicase; P54132; hit rate 0.2% among 350,000; Potency, µM (highest dose often 56.1 µM), inactives show at the top dose activity change, negative = inhibition, actives largely listed as inhibitors; recombinant BLM DNA unwinding, fluorescence dequenching;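 further: plate controls were vehicle for no effect and no enzyme for full effect; nearly all actives have a fitted effect of over 35% in size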
# JMJD2A Tudor: inhibitors of human JMJD2A Tudor domain; AID 504339; hit rate 4.4% among 390,000; O75164; Potency, µM (doses to about 114 µM), for inactives: top-dose activity change, negative = inhibition, actives largely listed as inhibitors; AlphaScreen JMJD2A-Tudor / H3K4me3 peptide binding; further: on the % scale 0 is the no-effect control and ±100 the full control effect; nearly all actives have a fitted effect of over 50% in size
# G9a block: G9a (human) methyltransferase inhibition; Q96KQ7; hit rate 8.8% among 350,000; Potency, µM (highest dose often 102 µM), for inactives: top-dose activity, negative = inhibition, most hits filed as inhibitors; G9a H3K9 monomethylation, AlphaScreen, 2 h; AID 504332; further: on the % scale 0 is the no-effect control and ±100 the full control effect; nearly all actives have a fitted effect of over 75% in size
#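 Signal arises when biotinylated H3K9 peptide, once monomethylated, bridges streptavidin donor and antibody-captured acceptor beads. Enzyme at 20 nM was preincubated 15 min with test compounds; peptide 500 nM and SAM 20 uM then reacted for 2 h.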
# * hit, by the source's call; ? = inconclusive; . = no result given; & = joins results of further samples; [ ] = another dose, or the depositor's remark. The call rests on the fitted dose curve; in most records, active means well fitted curve in the direction sought with a large enough effect; inconclusive means small, poorly fitted or top-dose-only effect, or another doubt; inactive means no such curve, though single readings can be large; an effect the other way counts as inactive or inconclusive. Potency means the concentration at half of the fitted maximal effect. Some of the compounds tested; rates above refer to the full screens.
(1) COc1ccc(C(=O)N/C(=C\c2cn(S(=O)(=O)N(C)C)c3ccccc23)C(=O)NCCCn2ccnc2)cc1
(2) CSCC[C@H](NC(=O)NCc1ccc(F)cc1)C(=O)O
(3) CCOC(=O)c1c(NC(=O)COC(=O)c2ccccn2)sc(C)c1C
(4) O=[N+]([O-])c1cccnc1SCc1c(F)cccc1Cl
(5) COC(CNC(=O)C1CCN(S(=O)(=O)c2ccc3nc4c(c(C(=O)O)c3c2)CC(C)CC4)CC1)OC (stereo not given)
(6) CCN(CC)c1nc(N2CCN(CCO)CC2)nc2ccccc12
(7) COc1ccc(N=Cc2cc(Cl)ccc2O)cc1Cl
(8) COc1ccccc1CNc1ncncc1-c1ccc(C(=O)N(C)C)cc1

entry no.,1,2,3,4,5,6,7,8
Pol eta inh,-3%&-8%,-11%,-14%,-11%,14µM*,-22%,2%,.
BAZ2B block,32µM*,1%,?,?,?,-17%,6%,.
APE1 inh,46%,-2%,-8%,6%,-8%,29%,-14%,-1%
POLK inh,7%&5%,8%,3%,8%,?,-11%,-6%,-2%[60.1 µM]
Pol iota inh,27%&41%,3%,49%[activator],27%,?,6%,27%,.
POLB inh,3%&12%,-13%,.,31%[activator],-16%,-1%,-27%,.
BLM inh,4%&1%,0%,.,-7%,-8%,2%,1%,-2%
JMJD2A Tudor,?,-3%,6%,-26%,-26%,-14%,-10%,.
G9a block,1%,15%,?,.,32µM*,7%,4%,-10%[0.501 µM]

(9) Cc1ccc(S(=O)(=O)N(C)c2ccc(NS(C)(=O)=O)cc2)cc1
(10) Cc1ccc(CSc2nnc(-c3cccc(S(=O)(=O)N4CCOCC4)c3)n2C2CCCC2)cc1
(11) COc1nc2ccc(C)cc2cc1-c1noc(-c2cccnc2)n1
(12) O=C(N/N=C/C=C/c1ccccc1)c1cnccn1
(13) CCCCOc1ccc(C(=O)NCCc2sc3nc(-c4ccc(OC)cc4)nn3c2C)cc1
(14) Cc1cc(C)n(-c2nnc(C)c(=O)[nH]2)n1
(15) O=C(NCc1ccncc1)c1nc(-c2cccs2)no1
(16) CCn1c(NCc2ccc3c(c2)OCO3)nc2ccccc21

entry no.,9,10,11,12,13,14,15,16
Pol eta inh,-23%,-11%,?,-7%,-12%,-9%,-12%,-5%
BAZ2B block,-18%,-9%,0%,12%,0%,7.1µM*,-13%,-6%
APE1 inh,0%,-10%,4%,-2%,.,-4%,-2%,3%
POLK inh,3%,-2%,-8%,8%,0%[60.1 µM],-1%,4%,-1%
Pol iota inh,14%,11%,-14%,12%,17%,17%,88%[activator],5%
POLB inh,18%,46%,6%,1%,4%,-1%,2%,16%
BLM inh,-2%,-11%,4%,0%,0%,-2%,2%,3%
JMJD2A Tudor,-4%,-22%,4%,-25%,-6%,1µM*,3%,0%
G9a block,4%[59 µM],5%[59 µM],-10%[59 µM],-5%,-1%[59 µM],2µM*,-5%,15%

# Looked up one by one from the list above, 4 records:
(11) COc1nc2ccc(C)cc2cc1-c1noc(-c2cccnc2)n1
(14) Cc1cc(C)n(-c2nnc(C)c(=O)[nH]2)n1
(10) Cc1ccc(CSc2nnc(-c3cccc(S(=O)(=O)N4CCOCC4)c3)n2C2CCCC2)cc1
(15) O=C(NCc1ccncc1)c1nc(-c2cccs2)no1

entry no.,11,14,10,15
Pol eta inh,?,-9%,-11%,-12%
BAZ2B block,0%,7.1µM*,-9%,-13%
APE1 inh,4%,-4%,-10%,-2%
POLK inh,-8%,-1%,-2%,4%
Pol iota inh,-14%,17%,11%,88%[activator]
POLB inh,6%,-1%,46%,2%
BLM inh,4%,-2%,-11%,2%
JMJD2A Tudor,4%,1µM*,-22%,3%
G9a block,-10%[59 µM],2µM*,5%[59 µM],-5%

# Remaining list, next part.
(17) CCOC(=O)N1CCC(NS(=O)(=O)c2ccccc2)CC1
(18) CCn1c(SCc2ccccc2)nc2ccccc2c1=O
(19) O=C(O)CCC(=O)N1CCc2cc(S(=O)(=O)NCc3ccc(Cl)cc3)ccc21
(20) CCOc1ccc(NC(=O)CN(C)C(=O)COc2cccc(CC)c2)cc1OCC
(21) Cn1cc(/C=C(\C#N)C(=O)Nc2ccccc2O)c2ccccc21
(22) CN(Cc1ccccc1)C(=O)COC(=O)CCNC(=O)c1ccccc1Cl
(23) Cc1ccc(Sc2ccc(N)cn2)cc1
(24) O=C(Nc1ccccc1C(=O)NC(Cc1c[nH]c2ccccc12)C(=O)O)c1ccco1 (stereo not given)

entry no.,17,18,19,20,21,22,23,24
Pol eta inh,-17%,-22%,1%,-8%,-8%,-11%,-21%,-5%
BAZ2B block,-15%,.,-10%,1%,-11%,-3%,-17%,10%
APE1 inh,3%,.,29%,9%,25%,-2%,-1%,10%
POLK inh,-1%,0%,-12%,-3%,-10%,2%,5%,-2%
Pol iota inh,43%,33%[activator],-26%,19%,34%[activator],134%[activator],20%,-7%
POLB inh,-1%,.,34%,.,15%,0%,-2%,?
BLM inh,1%,.,2%,.,-3%,-3%,-1%,-1%
JMJD2A Tudor,-2%,128%[activator],-3%,-16%,-3%,-8%,-9%,-13%
G9a block,-43%,.,-9%,-17%[0.501 µM],12%,23%,-7%,-27%[59 µM]

(25) COc1ccc(C2CC(c3ccccc3)=NN2C(=O)COC(=O)c2cccnc2Cl)cc1 (stereo not given)
(26) Cc1cc(O)c(C(c2ccc(F)cc2)N2CCN(c3ccccc3)CC2)c(=O)n1Cc1ccco1 (stereo not given)
(27) COc1ccc(-c2nc3ccccc3o2)cc1NC(=O)c1ccc(-c2cccc(Cl)c2C)o1
(28) CCCc1nnc(SCC(=O)N2C(C)CCCC2C)n1CCCOC (stereo not given)
(29) CC(C)c1ccc(C(=O)Nc2nnc(S(=O)(=O)N3CCOCC3)s2)cc1
(30) Cc1ccc(CNC(=O)Cc2ccc(-c3ccccc3)cc2)cc1
(31) CCN(CC)Cc1c(NC(=O)c2ccc(OC)cc2)sc2c1CCCC2
(32) O=C(/C=C/c1cccc(C(F)(F)F)c1)NNC(=O)c1ccncc1

entry no.,25,26,27,28,29,30,31,32
Pol eta inh,-15%,-12%,-10%,5%,5%,-15%,-12%,-6%
BAZ2B block,12%,-2%,-35%,-5%[57.1 µM],-16%,5%,-5%,-4%
APE1 inh,8%,.,.,?,45%,5%,.,2%
POLK inh,-11%,-7%[60.1 µM],-8%,-12%,4%,0%,-18%,-1%
Pol iota inh,10%,-4%,16%,16%,0%,26%,-12%,?
POLB inh,18%,2%,2%,0%,0%,-4%,1%,.
BLM inh,-11%,-3%,-10%,-2%,-1%,-1%,-7%,.
JMJD2A Tudor,-30%,-23%,-7%,-9%[57.1 µM],-6%,-3%,-17%,-12%
G9a block,15%[59 µM],?,-2%[59 µM],2%,63%[activator],.,-8%[59 µM],-1%

# Individual results from the entries so far:
# For G9a block, CCN(CC)Cc1c(NC(=O)c2ccc(OC)cc2)sc2c1CCCC2 has the entry -8%[59 µM]
# For BLM inh, CC(C)c1ccc(C(=O)Nc2nnc(S(=O)(=O)N3CCOCC3)s2)cc1 has the entry -1%
# For APE1 inh, COc1ccc(C2CC(c3ccccc3)=NN2C(=O)COC(=O)c2cccnc2Cl)cc1 (stereo not given) has the entry 8%

# Next results follow:
(33) O=C(Nc1ncccc1O)c1cccc(S(=O)(=O)N2CCCc3ccccc32)c1
(34) Cn1c(=O)c2c(SCC(=O)c3ccccc3)nc(C3CC3)nc2n(C)c1=O
(35) COc1ccc(OC)c(/C=C/C(=O)c2ccc3c(c2)OCO3)c1
(36) Cc1ccc(OCCOc2cccc(Br)c2)c([N+](=O)[O-])n1
(37) CS(=O)(=O)N1CCC(C(=O)Nc2cccc(Cl)c2)CC1
(38) CCOC(=O)C1CCN(C(=O)CCCn2nc(CC)n3c(cc4occc43)c2=O)CC1
(39) Cc1sc2c3ccsc3ccc2[n+]1C
(40) NC(=O)CC(NC(=O)c1ccccc1)c1ccc(NC2CCCCC2)c([N+](=O)[O-])c1 (stereo not given)

entry no.,33,34,35,36,37,38,39,40
Pol eta inh,-4%,-12%,-17%,-21%,9%,-21%,-15%,-3%
BAZ2B block,-18%,-4%,11%,-1%,-12%,0%,100µM*,-16%
APE1 inh,-25%,12%,4%,-1%,5%,31%,12%,1%
POLK inh,-6%,2%,2%,-6%,-11%,7%,-5%,?
Pol iota inh,0%,-8%,?,107%[activator],54%[activator],44%[activator],74%[activator],-2%
POLB inh,.,53%,.,19%,10%,43%,1%,31%
BLM inh,.,-1%,.,-9%,1%,2%,-7%,-3%
JMJD2A Tudor,-26%,0%,13%,-2%,-5%,3%,25µM*,-31%
G9a block,-6%[0.501 µM],2%,14%[12.7 µM],-13%[59 µM],4%,14%,?,-5%[12.7 µM]

(41) O=C(CNC(=O)c1cncc(Br)c1)Nc1ccc(F)c(F)c1F
(42) CN(CC(=O)Nc1ccccc1Br)C(=O)CN1CCN(Cc2cccc(Cl)c2)CC1
(43) CCN(CC)c1ccc(/C=N/N(c2ccccc2)c2ccccc2)c(O)c1
(44) O=c1c2nnn(-c3ccccc3)c2ncn1C/C=C/c1ccccc1
(45) C=C1CCN(C(C)C(=O)OCc2cccc(C)c2)S(=O)(=O)c2ccccc21 (stereo not given)
(46) COc1ccc(NC(=O)CCCN2C(=O)C(c3ccccc3)Oc3cccnc32)cc1 (stereo not given)
(47) CC1CCCCN1CC(=O)Nc1sc2c(c1C#N)CCC2 (stereo not given)
(48) Cc1cccc(CSc2nnc(N)n2-c2ccccc2)c1

entry no.,41,42,43,44,45,46,47,48
Pol eta inh,-22%,-20%,-7%,-3%,.,-22%,?,-12%
BAZ2B block,-5%,.,10µM*,-2%,.,-13%,-35%,3%
APE1 inh,3%,17%,2%,-8%,-4%,-1%,?,2%
POLK inh,-2%,-7%,0%,-11%,-4%,-3%,-23%,-17%
Pol iota inh,67%[activator],19%,19%,?,-6%,27%,?,199%
POLB inh,0%,.,-11%,34%,.,-1%,?,43%
BLM inh,-2%,.,-1%,-5%,-9%,-4%,-13%,2%
JMJD2A Tudor,3%,-27%,8.9µM*,-6%,28%,-20%,-8%[57.1 µM],-14%
G9a block,3%,.,?,0%,.,-2%[59 µM],-3%[59 µM],22%[59 µM]

# Compound activity deposited in PubChem by National Center for Advancing Translational Sciences (NCATS).
